ASM inhibitor: inhibitors of human secretory acid sphingomyelinase; P17405; placental ASM, HMU-PC fluorogenic substrate, 60 min; Potency, µM (top dose mostly 57.5 µM), inactives show at the highest dose activity change, negative = inhibition, actives largely listed as inhibitors; 340,000 tested, 0.006% active; AID 504937; also: potency is read from the fitted curve at half-maximal effect
Target sequence (P17405 47-631 limits assumed): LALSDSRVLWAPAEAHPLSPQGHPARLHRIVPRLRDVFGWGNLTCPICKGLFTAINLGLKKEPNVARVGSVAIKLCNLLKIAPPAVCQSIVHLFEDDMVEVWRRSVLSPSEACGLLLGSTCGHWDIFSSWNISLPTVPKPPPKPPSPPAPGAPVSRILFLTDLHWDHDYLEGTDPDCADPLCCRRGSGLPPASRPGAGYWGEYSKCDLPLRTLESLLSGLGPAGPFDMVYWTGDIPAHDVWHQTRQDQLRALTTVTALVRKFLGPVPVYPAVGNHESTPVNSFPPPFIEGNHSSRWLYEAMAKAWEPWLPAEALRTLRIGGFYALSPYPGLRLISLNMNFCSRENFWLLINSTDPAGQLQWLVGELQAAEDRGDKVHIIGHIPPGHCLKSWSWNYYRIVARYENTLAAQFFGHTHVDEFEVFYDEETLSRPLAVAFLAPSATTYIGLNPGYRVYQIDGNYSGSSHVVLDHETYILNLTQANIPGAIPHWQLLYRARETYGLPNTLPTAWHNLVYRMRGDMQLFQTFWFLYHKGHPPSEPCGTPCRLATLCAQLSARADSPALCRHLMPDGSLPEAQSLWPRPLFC
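Fluorogenic HMU-PC substrate (9 uM final) is turned over by placental ASM in 60 min at 37 C after a 10 min compound preincubation. Reaction ended by alkaline stop (pH 10), with fluorescence read at 386/447 nm.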
Integrin act MD: activates integrin-mediated alleviation for muscular dystrophy; alpha7betagal myoblasts, beta-gal FDG fluorescence, 48 h; Potency, µM (doses to about 38.3 µM), without a hit: at the top dose activation, usual class: activators; 350,000 tested, 0.064% active; AID 624291;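 also: potency is read from the fitted curve at half-maximal effect; 100% = response of the positive control SU9516; nearly all actives have a fitted effect of over 60% in size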
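alpha7betagal+/- myoblasts (passage 13, 250/well) treated 48 h at 37C with compounds at 1:260 dilution of DMSO stock. Lysed, then beta-galactosidase activity read as FDG fluorescence (ex 480/em 540) after 30 min, with pre-read for autofluorescence.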
TCR act: activates T cell receptor signaling; primary human leukocytes, anti-CD3, IL-2 HTRF, 48 h; Potency, µM (top dose mostly 9.22 µM), without a hit: at the top dose activation of IL-2 secretion, usual class: activators; 330,000 tested, under 10 active; also: % of control where 0% means no effect
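Readout: HTRF IL-2, Eu-cryptate/d2 antibody pair, 320nm excitation, 665nm emission. Stimulus: a-CD3 beads, no co-stimulation. Cells: primary human leukocytes. Exposure: 48 hr with compound.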
TSG101-PTAP inh: blocks PTAP/TSG101 interaction to inhibit HIV-1 budding. Fluorescence polarization, FITC-PTAP peptide / Tsg101 binding. Potency, µM (top dose mostly 115 µM), for the others: at the top dose activity change, negative = inhibition, usual class: inhibitors. 340,000 tested, under 10 active; active = well fitted inhibition curve with a large enough effect in the main read-out, with a control signal flat, not every such curve was filed as active; inconclusive = small, poorly fitted or top-dose-only effect, or effect the other way, or a change in a side signal; inactive = no such curve, though single readings can be large or run the other way; also: potency is read from the fitted curve at half-maximal effect; % of control where 0% means no effect
Target sequence (Q99816 whole entry, looked up): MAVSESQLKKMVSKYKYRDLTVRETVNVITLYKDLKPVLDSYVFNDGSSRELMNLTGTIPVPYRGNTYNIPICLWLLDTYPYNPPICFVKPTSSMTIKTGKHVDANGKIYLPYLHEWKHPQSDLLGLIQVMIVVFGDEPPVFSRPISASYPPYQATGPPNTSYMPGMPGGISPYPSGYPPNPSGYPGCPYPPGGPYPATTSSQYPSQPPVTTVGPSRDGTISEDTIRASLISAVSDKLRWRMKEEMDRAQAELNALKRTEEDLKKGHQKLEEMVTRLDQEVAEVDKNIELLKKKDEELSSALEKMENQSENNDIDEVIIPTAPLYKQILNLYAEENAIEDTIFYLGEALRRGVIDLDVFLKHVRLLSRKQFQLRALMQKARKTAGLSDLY
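Fluorescence anisotropy tracks displacement of a FITC-tagged PTAP peptide (50 nM) from the Tsg101 binding domain (10 uM), following a 20 min room-temperature incubation at pH 7.5.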
Numbers without * were called inactive; ? = inconclusive; [ ] = remark or other dose. Unless noted, calls follow the shape of the dose curve; as a rule, active = well fitted curve in the direction sought with a large enough effect; inconclusive = small, poorly fitted or top-dose-only effect, or another doubt; inactive = no such curve, though single readings can be large; an effect the other way counts as inactive or inconclusive. This is a subset. The share of hits here may be higher or lower than overall.

Preview:
Order of values: ASM inhibitor, Integrin act MD, TCR act, TSG101-PTAP inh
O=C(CNC(=O)c1cc(S(=O)(=O)N2CCOCC2)ccc1N1CCCC1)Nc1ccc(F)c(F)c1
  -0.6%, 2.2%, 2.7%, -2.5%
COc1cccc(C(=O)Nc2cccc(-c3nnc(-c4ccccc4)o3)c2)c1
  -16.1%, -5.2%, 1.7%, -3.4%

Results, repeating the preview:
Order of values: ASM inhibitor, Integrin act MD, TCR act, TSG101-PTAP inh
O=C(CNC(=O)c1cc(S(=O)(=O)N2CCOCC2)ccc1N1CCCC1)Nc1ccc(F)c(F)c1
  -0.6%, 2.2%, 2.7%, -2.5%
COc1cccc(C(=O)Nc2cccc(-c3nnc(-c4ccccc4)o3)c2)c1
  -16.1%, -5.2%, 1.7%, -3.4%
CCC1(C)COC(c2ccc3c(c2)OCO3)OC1 (centres undefined)
  -1.8%, -11.0%, 0.8%, 2.2%
Cc1cn([C@H]2C[C@H](O)[C@@H](CCC(=O)NCc3ccccc3)O2)c(=O)[nH]c1=O
  -11.2%, 14.5%, -3.2%, 1.0%
COc1cc(C2C3=C(COC3=O)Oc3cc4c(cc32)OCO4)ccc1O (centres undefined)
  -0.5%, 6.3%, 0.1%, -1.1%
CCOc1cc(/C=C2\SC(=S)N(NS(=O)(=O)c3ccc(C)cc3)C2=O)ccc1O
  ?, 38.5%, 6.0%, 0.5%
O=C1CSCc2nc3ccccc3n21
  9.7%, 9.2%, -1.7%, -3.7%
COc1ccc2[nH]cc(CCNC(=O)Cn3cc(C)c(=O)[nH]c3=O)c2c1
  2.8%, -14.1%, 0.4%, -2.7%
Cc1cccc(NC(=O)CN2CCN(C(=O)CN3C(=O)NC4(CCCCC4C)C3=O)CC2)c1C (centres undefined)
  -0.6%, 7.0%, 3.6%, -6.6%
Nc1ccc2ccccc2c1[N+](=O)[O-]
  -8.6%, 14.1%, -2.3%, -7.6%
O=C(O)c1ccc[n+](Cc2ccc([N+](=O)[O-])cc2)c1
  -0.8%, 5.5%, -3.4%, -0.8%
O=C(O)C(Cc1ccccc1N(CCO)CCO)N1C(=O)c2ccccc2C1=O (centres undefined)
  -1.1%, -5.4%, 8.5%, -2.2%
O=C(N[C@H](CO)Cc1ccccc1)c1ccco1
  2.2%, -2.0%, 1.9%, 3.2%
COc1ccc(Cc2nc3ccc(C(=O)NC(C)C)cc3o2)cc1
  2.5%, 10.5%, 2.4%, -9.5%
COCCN1C(=O)N[C@@H](c2cccs2)C(C(C)=O)=C1C
  0.4%, -6.0%, 2.1%, 1.2%
O=C1Cc2ccccc2C(=O)N1Nc1ccccc1
  6.0%, 16.9%, -2.0%, -2.2%
CC(C)(C)OC(=O)N1CCC(C(=O)Nc2cccc(C(=O)N3CCCC3)c2)CC1
  2.9%, 22.5%, -1.9%, -0.6%
O=C(O)c1cccc2cccc(-c3c4ccc(=O)c(O)c-4oc4c(O)c(O)ccc34)c12
  -25.4%, -16.1%, 11.7%, -15.6%
COC(=O)C1OCOC2C(C(=O)OC)OCOC12 (centres undefined)
  4.1%, 4.8%, 0.3%, -1.5%
CN(CCc1ccccc1)C(=O)c1cccc(NC(=O)Cc2cccc(NC(=O)C3CCCN(C(=O)C4CC4)C3)c2)c1 (centres undefined)
  3.4%, -6.4%, -1.8%, -4.9%
CC(=O)Nc1ccc(CCNC(=O)c2ccc3ccccc3c2O)cc1
  57.0%, -31.5%, 0.1%, -1.7%
CCCCn1c(N)c(N(CC(C)C)C(=O)c2cc(Br)c(Br)s2)c(=O)[nH]c1=O
  1.6%, -14.4%, 1.8%, -3.7%
COc1cccc(/C=C2/CCC(CN(C)C)C2=O)c1 (centres undefined)
  -3.2%, -54.2%[inhibitor], -1.7%, -0.1%
O=C(O)C1=CCCc2ccc(F)cc21
  1.9%, -3.7%, 2.9%, -3.1%
Cc1ccc(S(=O)(=O)N2CCN(C(=O)COC(=O)/C=C/c3ccc(C(F)(F)F)cc3)CC2)c(C)c1
  -1.9%, 7.1%, -5.0%, 0.5%
Clc1nccc(NCc2ccccc2)n1
  9.4%, 19.1%, 2.6%, 1.1%
CCOC(=O)N1CCN(Cc2nc(-c3ccc(OC)cc3)no2)CC1
  -1.4%, -40.2%, -1.4%, -6.5%
Cc1nc(-c2ccc(Cl)cc2)sc1C1(C)CC(c2ccc(Br)cc2)=NO1 (centres undefined)
  -16.6%, 12.9%, -2.2%, -0.4%
CN(CCc1ccccc1)C(=O)c1ccc(NC(=O)Cc2ccc(NC(=O)C3CCN(S(=O)(=O)c4cccc([N+](=O)[O-])c4)CC3)cc2)cc1
  -0.6%, -2.9%, 2.0%, -10.6%
O=C(Nc1cccc2ccccc12)ON=C1CCCCC1
  12.6%, 21.6%, -1.6%, -3.1%
OCC(O)C(O)C(O)c1cnn(-c2ccccc2)n1 (centres undefined)
  3.1%, 0.0%, -4.3%, -5.4%
O=C1NC(c2cccc(OCc3ccccc3)c2)Nc2ccccc21 (centres undefined)
  146.0%[activator], -5.5%, -3.8%, -1.1%
CCOC(=O)c1c(NC(=O)CN2CCN(c3cccc(Cl)c3)CC2)sc(C)c1C
  -1.6%, -6.5%, -7.2%, -5.1%
c1ccc(C2CC3CC(c4ccccc4)N2O3)cc1 (centres undefined)
  13.9%, 10.4%, 18.7%, 0.2%
O=[N+]([O-])c1ccc(NN=Cc2cccc(O)c2)nc1
  -2.3%, 11.6%, 2.5%, -4.5%
COc1cc(C(=O)Oc2ccccc2OC(=O)c2cc(OC)c(OC)c(OC)c2)cc(OC)c1OC
  -2.2%, -30.4%, -0.5%, 0.7%
COc1ccc(NC(=O)C(C)N2C(=O)c3ccccc3C2=O)c(OC)c1 (centres undefined)
  2.2%, 30.8%, 7.2%, -1.6%
Cc1ccc(-c2nnc(OCc3nc4ccccc4n3C)c3ccccc23)cc1
  -4.1%, -12.8%, 4.2%, -4.6%
COc1ccc(B(O)O)c(CN2CCN(C(=O)OC(C)(C)C)CC2)c1
  -4.8%, 3.9%, -31.6%, -0.3%
CCOC(=O)c1c(NC(=O)COC(=O)CCCOc2ccc(OC)cc2)sc(C(=O)N(C)C)c1C
  -13.5%, 14.5%, -8.9%, -0.9%
COc1cc(OC)cc(C(=O)N(Cc2ccco2)c2c(N)n(Cc3ccccc3)c(=O)[nH]c2=O)c1
  0.0%, -16.0%, -5.2%, -1.7%
O=[N+]([O-])c1ccc2c(c1)Cc1cc(F)ccc1-2
  -1.3%, ?, -12.1%, -3.3%
N#C/C(=C/c1ccc(-c2ccc([N+](=O)[O-])cc2)o1)C(=O)Nc1nc(-c2cccs2)cs1
  -1.6%, 8.5%, -5.8%, -2.5%
Cn1c(-c2ccc(C(=O)c3ccccc3)s2)nc2ccccc21
  357.5%[activator], 3.1%, 8.2%, -4.7%
COc1ccc2c(c1C)CCC(C)(C#N)C2=O (centres undefined)
  -1.1%, -9.3%, -2.5%, -4.3%
COc1cccc2c1C(CCCC(=O)O)CCC2 (centres undefined)
  1.2%, 0.8%, 5.1%, -3.5%
COc1cc2cncc(Cc3ccccc3)c2cc1O
  52.5%[activator], 9.3%, 1.2%, -8.5%
Cc1ccc(-c2nc3cccnc3s2)cc1NC(=O)c1ccco1
  -2.5%, ?, 14.9%, 1.1%
O=[N+]([O-])c1ccccc1N(S(=O)(=O)c1ccccc1)S(=O)(=O)c1ccccc1
  -0.7%, 12.1%, 5.1%, -2.2%
O=C(NCCCCc1ccccc1)c1cccc(NC(=O)C2CCC2)c1
  -10.5%, 18.3%, 9.0%, -4.0%
COc1cccc(OC)c1C(=O)NCCc1ccccc1
  -0.6%, 0.5%, 0.0%, -2.2%
Nc1nc(SCc2ccccc2[N+](=O)[O-])c2ncn(Cc3ccccc3)c2n1
  -4.2%, -10.9%, -4.2%, 1.6%
Cc1nn(C)c(C)c1/C=C/C(=O)c1cccs1
  77.6%[activator], -33.0%, -0.1%, -2.5%
O=C(N/N=C/c1ccc(Cl)c([N+](=O)[O-])c1)c1ccc2c(c1)OCCO2
  -1.5%, -16.1%, -0.2%, -4.9%
Nc1cc(Cc2ccccc2)ccc1O
  3.5%, -40.0%, 1.9%, -7.7%
CC1(C)COC(c2ccc3c(c2)OCO3)OC1
  2.3%, -33.7%, 5.5%, 0.7%
CCc1cc(CNC(=O)c2cccc(OC3CCN(S(C)(=O)=O)CC3)c2)on1
  2.4%, 4.3%, 5.4%, -1.0%
CC1CC(C)(C)CC2(C1)NC(=O)N(CC(=O)Nc1cc(C(F)(F)F)ccc1N1CCCCC1)C2=O (centres undefined)
  -5.5%, -24.1%, -3.2%, -0.1%
CNC(=O)[C@@]1(Cc2ccccc2)C=C[C@@H](C)N1C(=O)OC
  1.9%, 0.0%, -5.5%, -2.5%
CCOC(=O)Nc1cccc2c1-c1ccc([N+](=O)[O-])cc1C2=O
  -0.1%, -34.0%[inhibitor], 1.3%, -4.0%

Exported tab-delimited: part of the list above.
Structure	ASM inhibitor	Integrin act MD	TCR act	TSG101-PTAP inh
COc1ccc(B(O)O)c(CN2CCN(C(=O)OC(C)(C)C)CC2)c1	-4.8%	3.9%	-31.6%	-0.3%
COc1cccc2c1C(CCCC(=O)O)CCC2 (centres undefined)	1.2%	0.8%	5.1%	-3.5%
Cn1c(-c2ccc(C(=O)c3ccccc3)s2)nc2ccccc21	357.5%[activator]	3.1%	8.2%	-4.7%

Single records, from the list above. Order of screens: ASM inhibitor | Integrin act MD | TCR act | TSG101-PTAP inh
CN(CCc1ccccc1)C(=O)c1ccc(NC(=O)Cc2ccc(NC(=O)C3CCN(S(=O)(=O)c4cccc([N+](=O)[O-])c4)CC3)cc2)cc1 is entered as -0.6% | -2.9% | 2.0% | -10.6%
COc1ccc2c(c1C)CCC(C)(C#N)C2=O (centres undefined) is entered as -1.1% | -9.3% | -2.5% | -4.3%
CCc1cc(CNC(=O)c2cccc(OC3CCN(S(C)(=O)=O)CC3)c2)on1 is entered as 2.4% | 4.3% | 5.4% | -1.0%
Cc1ccc(S(=O)(=O)N2CCN(C(=O)COC(=O)/C=C/c3ccc(C(F)(F)F)cc3)CC2)c(C)c1 is entered as -1.9% | 7.1% | -5.0% | 0.5%
COc1cccc(OC)c1C(=O)NCCc1ccccc1 is entered as -0.6% | 0.5% | 0.0% | -2.2%

(more compounds)
Key to letters – A = ASM inhibitor; B = Integrin act MD; C = TCR act; D = TSG101-PTAP inh
> COc1cc(NCCCn2cnc3c(OCc4ccccc4)ncnc32)cc(OC)c1OC
  A: 9.4%	B: 0.0%	C: 2.9%	D: -1.5%

> CCN1C(=N)N(c2ccccc2)C(=O)C(CC)(CC)C1=O
  A: -4.4%	B: 27.3%	C: 0.9%	D: -1.8%

> O=C1C2CC=CCC2C(=O)N1c1nccs1 (centres undefined)
  A: 4.7%	B: -4.1%	C: -1.3%	D: 0.8%

> O=C1CC(N2CCN(c3ccccc3F)CC2)C(=O)N1c1ccc(F)cc1 (centres undefined)
  A: 6.5%	B: 0.5%	C: -3.1%	D: -2.3%

> COc1ccc(-c2nnc(SC)nc2-c2ccc(OC)c([N+](=O)[O-])c2)cc1[N+](=O)[O-]
  A: -2.3%	B: 9.9%	C: -21.1%	D: -3.8%

> COc1ccc(CCNC(=O)C2CC2)cc1
  A: 5.8%	B: 1.4%	C: 3.5%	D: -1.8%

> OCCCNc1ncnc2[nH]ncc12
  A: -1.8%	B: 0.0%	C: 4.4%	D: -0.4%

> Fc1cccc(F)c1[B-](F)(F)F
  A: 7.6%	B: 35.7%	C: -6.0%	D: -3.0%

> CCN(C(=O)COC(=O)CSc1ccc(C)cc1C)c1c(N)n(Cc2ccccc2)c(=O)[nH]c1=O
  A: -0.7%	B: -17.3%	C: 0.3%	D: 1.0%

> CCC/C=C1/CCCOC(C(=O)NCc2cc(C)n(C)n2)(C(F)(F)F)C1 (centres undefined)
  A: 1.5%	B: -8.9%	C: 3.4%	D: -4.7%

> O=C(Nc1cccc(Cl)c1)C1CC1c1ccccc1 (centres undefined)
  A: -1.6%	B: -9.0%	C: 8.3%	D: -2.1%

> Cc1cc(C(=O)Nc2ccncc2)c(C)o1
  A: -0.9%	B: -3.2%	C: 6.7%	D: -4.9%

Source: PubChem (National Center for Advancing Translational Sciences (NCATS))
